hcGAS inh – blocks human cGAS activity. Q8N884. inhibition, % at 12.5 µM. recombinant h-cGAS, ATP depletion, Kinase-Glo luminescence. 0.081% of 290,000 active. AID 1259398;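 further: 0% = vehicle reaction and 100% = reaction without DNA for no activity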
Target sequence (Q8N884 whole entry, looked up): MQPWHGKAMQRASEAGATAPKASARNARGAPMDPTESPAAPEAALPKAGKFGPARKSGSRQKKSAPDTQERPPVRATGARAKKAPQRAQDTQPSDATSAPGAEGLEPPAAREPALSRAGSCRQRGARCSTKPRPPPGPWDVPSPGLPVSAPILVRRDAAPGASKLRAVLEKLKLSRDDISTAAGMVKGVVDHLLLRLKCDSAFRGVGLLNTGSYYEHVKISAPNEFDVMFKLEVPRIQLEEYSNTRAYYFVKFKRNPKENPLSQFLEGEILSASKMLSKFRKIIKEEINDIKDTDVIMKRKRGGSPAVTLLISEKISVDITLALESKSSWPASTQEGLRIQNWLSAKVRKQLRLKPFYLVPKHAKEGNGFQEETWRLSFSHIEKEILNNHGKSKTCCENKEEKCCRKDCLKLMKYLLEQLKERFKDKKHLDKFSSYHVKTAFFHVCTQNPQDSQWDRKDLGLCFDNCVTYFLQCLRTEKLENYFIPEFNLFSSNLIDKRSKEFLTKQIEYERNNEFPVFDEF
mcGAS inh – mouse cGAS inhibition by luminescence; recombinant cGAS, Kinase-Glo ATP depletion luminescence; inhibition, % at 12.5 µM; 0.15% of 160,000 active;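 further: 0% = negative control wells and 100% = reference inhibitor with no enzyme activity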
NPYLR7 agonist – activates Aedes aegypti NPYLR7 receptor; HEK293T NPYLR7/Galpha15, GCaMP6s calcium fluorescence; 0.15% of 270,000 active; activation, % at 10 µM; in the data active means activation above about 40%;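 further: 0% = vehicle and 100% = reference agonist at the receptor; some compounds past the cut are filed as inactive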
Numbers without * were called inactive; . = no result given; & = joins results of further samples. Unless noted, no stated cut-off is given here; in the data, active means inhibition above about 40%; inactive means the rest.

(1) CCc1nc2ccc(C(=O)N3CCN(C(C)=O)CC3)cn2c1N(CC)C(=O)NCCc1ccccc1
(2) O=C(CCN1C(=O)c2cccc([N+](=O)[O-])c2C1=O)Nc1ccccc1Cl
(3) Cc1cccc(C)c1OCC(=O)N=Nc1c(O)[nH]c2ccccc12
(4) COC(=O)c1ccc2c(=O)n(Cc3ccc(C(=O)NCCN4CCC(C)CC4)cc3)c(=S)[nH]c2c1
(5) COc1ccccc1CNc1nc(NCCN2CCNC2=O)c2sccc2n1
(6) CCC(=O)N=c1sc2ccccc2n1-c1ccccc1
assay / compound	1	2	3	4	5	6
hcGAS inh	2	1	-7	-6	-10	-4
mcGAS inh	2	-2	-7	-4	.	.
NPYLR7 agonist	-15	-7	0	4	2	0

(7) O=c1c2cccnc2ncn1CC(O)c1ccccc1 (stereo not given)
(8) O=C(NCc1ccccc1F)c1cn(-c2cc(N3CCOCC3)ncn2)cn1
(9) CN(C)C(=O)c1cccc(NC(=O)C2(NC(=O)OCc3ccccc3)CCCC2)c1
(10) O=C(NCc1nnc2ccccn12)c1ccccc1F
(11) CNC(=O)c1ccc(/C=C/C(=O)OC2C3CCCC2CN(Cc2ccccc2)C3)cc1 (stereo not given)
(12) O=C(c1cn2cc(Cl)ccc2n1)N1C[C@H]2C[C@H](O)[C@@H](O)C[C@H]2C1
assay / compound	7	8	9	10	11	12
hcGAS inh	-5	0	-6	-4	-7	-4
mcGAS inh	.	.	.	.	.	.
NPYLR7 agonist	1	-9	2	5	7	2

(13) O=C1NCCCCC1SCc1cccc(C(=O)N2CCCCC2)c1 (stereo not given)
(14) O=C1NC(=O)c2ccc([N+](=O)[O-])c3cccc1c23
(15) COc1cccc2cc(C(=O)Nc3cccc4ccccc34)c(=N)oc12
(16) COC(=O)c1cc2c(cc1Cl)SC(Nc1ccccc1)=NS2(=O)=O
(17) CCC(C)NC(=O)c1cc(NC(=O)Nc2cccc(C)c2)ccc1N1CCN(c2ccccc2OC)CC1 (stereo not given)
(18) Cc1ccccc1C(=O)Nc1c2c(nn1CC(=O)NCCc1ccccc1)CSC2
assay / compound	13	14	15	16	17	18
hcGAS inh	7&-15	3	-5	-4	-3	-8
mcGAS inh	-8	.	-4	.	-4	-6
NPYLR7 agonist	-4&10	4	-7	7	28	-4

(19) CCOc1ccccc1CNC(=O)c1ccc(-c2cc(-c3ccc(Cl)cc3Cl)[nH]n2)cc1
(20) CC(C)n1nccc1NC(=NC1CC1)c1ccc(F)cc1
(21) COc1ccc2c(-c3ccccc3)c(C(=O)NC(C)C(C)C)oc2c1 (stereo not given)
(22) O=C(NC1CCN(Cc2ccccc2)C1)c1cnc2c(cnn2Cc2ccccc2)c1 (stereo not given)
(23) CCn1cc(C(=O)NCCOc2ccc(C(F)(F)F)cn2)cn1
(24) O=C(c1cc(-c2ccccc2F)nc2cc(-c3ccccc3)nn12)N1CCN(C/C=C/c2ccccc2)CC1
assay / compound	19	20	21	22	23	24
hcGAS inh	-3	-2	-7	-7	-5	-8
mcGAS inh	-7	-7	-14	-6	.	-8
NPYLR7 agonist	32	-2	4	0	0	3

Entries from the list above that have a nitro group on carbon (two):
(2) O=C(CCN1C(=O)c2cccc([N+](=O)[O-])c2C1=O)Nc1ccccc1Cl
(14) O=C1NC(=O)c2ccc([N+](=O)[O-])c3cccc1c23
assay / compound	2	14
hcGAS inh	1	3
mcGAS inh	-2	.
NPYLR7 agonist	-7	4

The list continues:
(25) Cc1ccc(C2c3ccsc3CCN2C(=O)CN(C(=O)c2ccc(C(F)(F)F)cc2)C2CC2)cc1 (stereo not given)
(26) COc1ccc2c(c1)CCc1cc(C(=O)NC(C)c3c(C)nn(C)c3C)sc1-2 (stereo not given)
(27) CN(Cc1cc2n(n1)CCCNC2)Cc1nc2ccccc2s1
(28) COCc1ccc(CN2CCCC(CNS(=O)(=O)c3ccc(OC)cc3)C2)o1 (stereo not given)
(29) COCCN(Cc1cnc(SC)nc1)CC1CCCN(C2Cc3ccccc3C2)C1 (stereo not given)
(30) Cc1cc(CNC(=O)Nc2ccccn2)ccc1N(C)C
assay / compound	25	26	27	28	29	30
hcGAS inh	-7	-8	-11	-10	-12	-11
mcGAS inh	-5	.	.	-13	.	.
NPYLR7 agonist	23	3	-3	20	9	-16

(31) N#Cc1c(Cl)cccc1NCC1CN(Cc2ccccc2)CCO1 (stereo not given)
(32) CC(NC(=O)c1cccc2ccnn12)c1cn2ccsc2n1 (stereo not given)
(33) CC(NC(=O)Cn1cnc([N+](=O)[O-])n1)c1ccccc1 (stereo not given)
(34) CC1c2ccsc2CCN1CC(=O)Nc1ccc(F)c(F)c1 (stereo not given)
(35) Cc1ccc([N+](=O)[O-])cc1N=P(c1ccncc1)(N1CCCC1)C(C)(C)C (stereo not given)
(36) O=C(NNC1c2ccccc2-c2ccccc21)c1ccccc1
assay / compound	31	32	33	34	35	36
hcGAS inh	1	-1	1	-10	-17	-5
mcGAS inh	-1	-19	-3	.	.	-18
NPYLR7 agonist	3	24	-9	1	1	-3

(37) C=CCN(Cc1nccn1Cc1ccccc1F)C(=O)C1CCCC1
(38) O=C(NCCC12CC3CC(CC(C3)C1)C2)c1ncc(Cl)c(Cl)c1Cl
(39) COCc1noc(NC(=O)CSc2ncccn2)c1-c1cccc(C(F)(F)F)c1
(40) CCC(CO)N(Cc1ccsc1)Cc1cnc2ccccc2c1 (stereo not given)
(41) O=C(NC(c1ccccc1)c1ccncc1)c1cn(C/C=C/c2ccccc2)nn1 (stereo not given)
(42) O=C(CCn1cc(Cl)cn1)N1CCc2c(ncnc2N2CCOCC2)C1
assay / compound	37	38	39	40	41	42
hcGAS inh	0	-8	-1	-8	4	-5
mcGAS inh	2	.	-3	-10	-1	.
NPYLR7 agonist	-11	10	.	1	.	1

(43) COc1ccc(NC(=O)N2CCC3(CC2)C(=O)N(CC(=O)NCCc2ccccc2OC)CN3c2ccccc2)c(OC)c1
(44) CN(Cc1cn[nH]c1-c1ccccc1)Cc1cn[nH]c1-c1ccc(F)cc1
(45) CC(=O)Cn1c(=O)c2c(nc3n(Cc4ccco4)c(C)c(C)n23)n(C)c1=O
(46) CC(C)(C)n1ncc2c(=O)n(NC(=O)c3cc(C(F)(F)F)cc(C(F)(F)F)c3)cnc21
(47) CC1=C[C@@H](CC#N)[C@H](C(C)C)C[C@H]1CC(=O)N1CCN(c2cnccn2)CC1
(48) COc1ccc(S(=O)(=O)N(C(C)=O)c2ccc3oc(C)c(C(C)=O)c3c2)cc1
assay / compound	43	44	45	46	47	48
hcGAS inh	-13	-6	-13	-1	-5	-4
mcGAS inh	-6	-9	.	.	-8	.
NPYLR7 agonist	20	.	1	2	-5	1

Following part
No.	smiles	hcGAS inh	mcGAS inh	NPYLR7 agonist
49	CCNC(=S)NN=CC1=CCC2CC1C2(C)C (stereo not given)	-12	.	-8
50	Cc1ccc(Nc2nc(N3CCN(c4ccc(F)cc4)CC3)nc3nccnc23)c(C)c1	-2	.	3
51	Nc1nnnn1/N=C\c1ccccc1OCc1ccc(Cl)c(Cl)c1	-5	.	-10
52	CCOC(=O)c1c(C)c(C(=O)C(C)N(C)S(=O)(=O)c2cc(Cl)ccc2Cl)c(C)n1C (stereo not given)	-3	-5	23
53	C[C@H]1[C@H](C)CC[C@]2(C(=O)O)CC[C@]3(C)C(=CC[C@@H]4[C@@]5(C)CC[C@H](O)C(C)(C)[C@@H]5CC[C@]43C)[C@H]12	0	-1	0
54	Cc1ccc(-c2cc3c(SCC(=O)NCc4ccc(F)cc4)nccn3n2)cc1	-3	-4	-1
55	CCCN(CC(=O)N(CCc1ccc(OC)c(OC)c1)Cc1cccs1)C(=O)c1ccc(-c2ccccc2)cc1	2	-1	-4
56	Cc1ccc(NC(=O)N(Cc2cccc(OS(=O)(=O)c3cccc(C(F)(F)F)c3)c2)Cc2ccco2)cc1Cl	-1	-3	-3
57	CC1(C(=O)NCc2ccccn2)CCN1Cc1ccccc1Cl (stereo not given)	-11	.	10
58	COc1ccccc1-c1cc(C(=O)NC(C)C(C)C)n2nc(-c3ccccc3)cc2n1 (stereo not given)	-5	-6	14
59	N#Cc1ccccc1/C=C/C(=O)Nc1ccn(Cc2ccccn2)n1	-8	-17	-7
60	CC(C(=O)NCc1ccccc1)S(=O)Cc1ccccc1Cl (stereo not given)	-5	.	3
61	Clc1ccc(OCCSc2nc3ccccc3[nH]2)cc1	-9	.	3
62	O=C(CN1N=NC2C(=O)N(c3ccc(Br)cc3)C(=O)C21)Nc1ccc(F)cc1F (stereo not given)	-4	.	10
63	N#CCSC1=Nc2ccccc2C2=NC(Cc3c[nH]c4ccccc34)C(=O)N12 (stereo not given)	-6	.	3
64	C=CCN1C(=O)NC(c2ccsc2)C2=C1CN(CCc1ccccn1)C2=O (stereo not given)	-4	-5	28
65	C=CCCC(O)CN(CC=C)CC1CC(c2ccc(Cl)cc2)=NO1 (stereo not given)	-1	-3	-3
66	Cn1c(=NC(=O)c2ccc(Br)s2)sc2cc(S(C)(=O)=O)ccc21	-8	.	1
67	CC(=O)Oc1ccccc1Cn1c(C)c(C(=O)NCCC#N)sc1=O	-8	.	11
68	CCOC(=O)C1(C)CCCN1C(=O)c1ccc(Cl)cc1Cl (stereo not given)	-14	.	-1
69	C=CCN=c1scc(-c2ccc(C)c(C)c2)n1N=Cc1cccnc1	5	.	-6
70	CC1(C)NC(=O)N(CCCN2CCCC2c2cccc(Br)c2)C1=O (stereo not given)	-5	.	-3
71	CCCOC(=O)C1=C(C)NC2=C(C(=O)CC(c3ccccc3)C2)C1c1ccc(O)c(OCC)c1 (stereo not given)	-2	2	0
72	O=C(O)CC1CNCCN(C(=O)CCc2ccc3c(c2)OCO3)C1 (stereo not given)	-5	.	-1
73	Cc1[nH]c(=O)[nH]c(=O)c1CC(=O)Nc1cccc(NS(C)(=O)=O)c1	-5	.	1
74	O=C(c1ccccc1Cl)N(Cc1cc(Cl)ccc1OS(=O)(=O)c1ccc(F)cc1)C1CC1	-2	-5	-1
75	COc1cccc([C@@H](C)NC(=O)c2ccc(-c3cc(-c4cccc(C(F)(F)F)c4)n[nH]3)cc2)c1	1	2	2
76	CCc1ccc(C(NCC(=O)NC2(C#N)CCCC2)c2cccs2)cc1 (stereo not given)	-9	.	2
77	COc1ccc(Cl)cc1N1CC(c2nc3ccccc3n2C)CC1=O (stereo not given)	0	-6	-1
78	CCOC(=O)C1=C(C)N=c2sc(=Cc3sccc3C)c(=O)n2C1c1ccccc1OC (stereo not given)	-6	-5	-5

Compounds above that contain an NH in an aromatic ring, in the order listed:
No.	smiles	hcGAS inh	mcGAS inh	NPYLR7 agonist
3	Cc1cccc(C)c1OCC(=O)N=Nc1c(O)[nH]c2ccccc12	-7	-7	0
4	COC(=O)c1ccc2c(=O)n(Cc3ccc(C(=O)NCCN4CCC(C)CC4)cc3)c(=S)[nH]c2c1	-6	-4	4
19	CCOc1ccccc1CNC(=O)c1ccc(-c2cc(-c3ccc(Cl)cc3Cl)[nH]n2)cc1	-3	-7	32
44	CN(Cc1cn[nH]c1-c1ccccc1)Cc1cn[nH]c1-c1ccc(F)cc1	-6	-9	.
61	Clc1ccc(OCCSc2nc3ccccc3[nH]2)cc1	-9	.	3
63	N#CCSC1=Nc2ccccc2C2=NC(Cc3c[nH]c4ccccc34)C(=O)N12 (stereo not given)	-6	.	3
73	Cc1[nH]c(=O)[nH]c(=O)c1CC(=O)Nc1cccc(NS(C)(=O)=O)c1	-5	.	1
75	COc1cccc([C@@H](C)NC(=O)c2ccc(-c3cc(-c4cccc(C(F)(F)F)c4)n[nH]3)cc2)c1	1	2	2

Next part.
No.	smiles	hcGAS inh	mcGAS inh	NPYLR7 agonist
79	OC(COc1ccc(Br)cc1)C[N+]1(Cc2ccccc2)CCCCC1 (stereo not given)	0	.	-5
80	O=S1(=O)N=C(c2ccccc2)c2ccccc2N1	-1	.	3
81	Cc1ccc(F)c(NC(=O)C2CCCN(CC(C)C)C2)c1 (stereo not given)	-18	.	2
82	COc1ccc(-n2[nH]c(C)c(C3=C(N(C)Cc4ccccc4)C(=O)N(Cc4ccco4)C3=O)c2=O)cc1	-6	-8	0
83	COCCN(Cc1cccc(OS(=O)(=O)c2ccc(F)cc2)c1)S(=O)(=O)c1cccc2ccccc12	-7	-3	-4
84	CC(C)COC(=O)N1CCN(CCN2CCOCC2)CC1	3	.	8
85	CCOc1cc(S(=O)(=O)NCc2ccco2)ccc1Cl	-8	-9	8
86	Cc1ccc(C(C)C)c(OCC(=O)NCCC23CC4CC(CC(C4)C2)C3)c1	-8	-3	.
87	COc1cc2ncc(-c3ccccc3)nc2cc1OC	-3	1	0
88	O=C(C1CCOCC1)N1CCC2(CCCN(Cc3ccccc3F)C2=O)C1 (stereo not given)	-11	.	3
89	CCNC(=O)N1CCN([C@@H]2C[C@@H]3CO[C@H](c4ccccc4)C[C@@H]3C2)CC1	-5	-9	23
90	Cc1cnc(=O)[nH]c1SCC(=O)NCc1ccco1	0	-1	5
91	CCOC(=O)c1coc(N2CCC3(CC2)C(=O)Nc2ccccc23)n1	-5	-14	8
92	CCOC(=O)C1(C)CCCN1C(=O)c1cc(C)on1 (stereo not given)	-5	.	-1
93	Cc1cc(C)c(-n2cnnn2)c(C)c1	6	.	-3
94	CCCCCCNC(=O)c1cc(-c2ccc(F)cc2)n(-c2cccc(C)c2)c1C	-12	-5	16
95	Cc1ccc(C2=NN(C(=O)CN3CCOCC3)C(c3cccc(F)c3)C2)cc1 (stereo not given)	-4	-6	-2
96	Fc1ccccc1N1CCN(Cn2[nH]c(-c3ccccc3)nc2=S)CC1	0	.	7
97	O=C(NCC1CCCN(Cc2cccc(F)c2F)C1)c1cccs1 (stereo not given)	-9	.	12
98	COc1ccc(C2Nc3ccccc3C(=O)N2c2ccc(C)cc2)cc1Cn1cc([N+](=O)[O-])cn1 (stereo not given)	-1	-1	-10
99	Cn1c(N)c(C(=O)COC(=O)C2CCN(C=CC(=O)C(F)(F)F)CC2)c(=O)n(C)c1=O	-4	-4	11

From PubChem BioAssay
